# Source: PubChem
# SKN-1 inh = inhibitors of C. elegans SKN-1; AID 624304; 360,000 compounds, 0.49% hits; C. elegans VP596 Pgst-4::GFP/RFP ratio, acrylamide-induced, 24 h; inhibition, % at 21.8 µM;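 active = interference check ratio from 0.5 to 1.5 plus GFP to RFP signal ratio inhibition reaching or exceeding a fixed threshold, cut at about 30% in these data, passing the limit was not always enough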; also: some compounds called inactive have numbers as strong as hits
# NRP1-CendR mod = modulators of CendR peptide binding to human neuropilin-1; O14786; 360,000 compounds, 0.85% hits; inhibition, % at 25 µM; AID 602438; FAM-RPARPAR peptide binding to NRP-1, fluorescence polarization;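 active = inhibition or corrected inhibition above about 18%, plus a signal ratio from 0.5 to 1.5, limit read from the data, passing the limit was not always enough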; also: strong numbers were not always called active
# Tb MetRS inh = blocks T. brucei methionyl-tRNA synthetase activity. inhibition, % at 11.9 µM. AID 624268. 360,000 compounds, 0.4% hits. purified T. brucei MetRS, ATP depletion, Kinase-Glo luminescence;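 active = inhibition above a per-plate cutoff of the control wells' mean inhibition plus 3 SD, cut at about 5.5% in these data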;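 also: 0% = DMSO wells median and 100% = median of wells with control inhibitor compound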
#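 Material: T. brucei methionyl-tRNA synthetase, purified; reagent: substrates ATP, L-methionine and bulk Escherichia coli tRNA; dosing: 11.9 µM single point; timing: 15 min plus 2 h at 25 °C; detection: luminescence of leftover ATP; evaluation: % inhibition; control set: DMSO-only wells as low control; replicates: singlicate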
# DNMT1 block = DNMT1 (human) enzyme inhibition; P26358; DNMT1 molecular beacon, Hinp1I cleavage, fluorescence; inhibition (reported as % activation of signal), % at 10 µM; 360,000 compounds, 0.83% hits; in the data active = inhibition above about 50%
# SUMO1-SIM PPI = modulators of human SUMO1-mediated protein-protein interactions; 360,000 compounds, 0.33% hits; inhibition, % at 20 µM; P63165; SUMO1 binding to a labelled peptide, TR-FRET, 1 h; in the data active = inhibition above about 37%
# Target sequence (P63165 whole entry, looked up): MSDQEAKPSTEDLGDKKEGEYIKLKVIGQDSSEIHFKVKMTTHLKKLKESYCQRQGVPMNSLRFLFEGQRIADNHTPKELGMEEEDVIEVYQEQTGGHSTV
# Scp-1 inhibitor = blocks human Scp-1 phosphatase activity; Recombinant Scp1, phosphopeptide, malachite green phosphate absorbance; inhibition, % at 20 µM; 340,000 compounds, 0.88% hits; AID 493091;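 active = inhibition above about 50% at 20 µM, limit read from the data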;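 also: plate controls were DMSO wells with enzyme for no effect and wells lacking enzyme for full effect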
# Target sequence (Q9GZU7 76-261 limits assumed): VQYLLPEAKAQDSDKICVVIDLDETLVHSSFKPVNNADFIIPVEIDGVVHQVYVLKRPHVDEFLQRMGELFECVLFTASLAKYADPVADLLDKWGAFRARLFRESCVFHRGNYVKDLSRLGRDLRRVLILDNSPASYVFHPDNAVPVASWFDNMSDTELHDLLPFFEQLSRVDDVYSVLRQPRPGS
#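 Times: enzyme reaction 45 min at room temperature, colour 5 min, stabilisation 30 min. Material: SCP-1 catalytic fragment, aa 76-261. Medium: Acidic Tris acetate buffer with magnesium and detergent. Signal: colorimetric free-phosphate detection, absorbance 630 nm. Read-out basis: % inhibition of SCP-1 phosphate liberation. Reagent: Phosphorylated 17-residue peptide substrate.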
# NadD inh = blocks S. aureus nicotinate mononucleotide adenylyltransferase; purified NadD enzyme, colorimetric absorbance read-out; inhibition, % at 20 µM; 360,000 compounds, 0.78% hits; in the data active = inhibition above about 26%; also: some compounds past the cut are filed as inactive
# Neddylation inh = cullin neddylation inhibition; P61081+Q13564; TR-FRET cullin neddylation, biochemical; calls only at 25 µM; 360,000 compounds, 0.58% hits; AID 651699; in the data active = inhibition above about 36%
# LMPTP inh = LMPTP (human) inhibition; P24666; recombinant LMPTP-A, OMFP fluorogenic substrate, fluorescence intensity; inhibition, % at 20 µM; 360,000 compounds, 0.22% hits; AID 651560;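 active = compounds that cut the enzyme signal by at least half of the control window in the single-dose screen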;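 also: plate controls were DMSO wells with enzyme plus substrate for no effect and substrate without enzyme for full effect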
# Target sequence (P24666 whole entry, looked up): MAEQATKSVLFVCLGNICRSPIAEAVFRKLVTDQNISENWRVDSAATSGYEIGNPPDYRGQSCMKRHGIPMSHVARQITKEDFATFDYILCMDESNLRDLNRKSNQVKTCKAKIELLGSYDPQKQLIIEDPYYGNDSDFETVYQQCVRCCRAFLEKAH
#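 Test system: LMPTP-A, protein tyrosine phosphatase of low molecular weight; Input: 0.625 nM enzyme; Incubation: 50 min dark incubation at room temperature; Signal: endpoint fluorescence intensity from OMFP dephosphorylation; Read-out basis: % inhibition versus control wells.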
# STEP inh = blocks human striatal-enriched tyrosine phosphatase; 360,000 compounds, 0.25% hits; recombinant STEP, OMFP fluorogenic substrate, fluorescence; inhibition, % at 20 µM; P54829;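 active = inhibition at 20 µM, scaled per plate between control wells, above about 37%, limit read from the data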;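 also: 0% = DMSO with enzyme and substrate and 100% = substrate only without enzyme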
# Target sequence (P54829 whole entry, looked up): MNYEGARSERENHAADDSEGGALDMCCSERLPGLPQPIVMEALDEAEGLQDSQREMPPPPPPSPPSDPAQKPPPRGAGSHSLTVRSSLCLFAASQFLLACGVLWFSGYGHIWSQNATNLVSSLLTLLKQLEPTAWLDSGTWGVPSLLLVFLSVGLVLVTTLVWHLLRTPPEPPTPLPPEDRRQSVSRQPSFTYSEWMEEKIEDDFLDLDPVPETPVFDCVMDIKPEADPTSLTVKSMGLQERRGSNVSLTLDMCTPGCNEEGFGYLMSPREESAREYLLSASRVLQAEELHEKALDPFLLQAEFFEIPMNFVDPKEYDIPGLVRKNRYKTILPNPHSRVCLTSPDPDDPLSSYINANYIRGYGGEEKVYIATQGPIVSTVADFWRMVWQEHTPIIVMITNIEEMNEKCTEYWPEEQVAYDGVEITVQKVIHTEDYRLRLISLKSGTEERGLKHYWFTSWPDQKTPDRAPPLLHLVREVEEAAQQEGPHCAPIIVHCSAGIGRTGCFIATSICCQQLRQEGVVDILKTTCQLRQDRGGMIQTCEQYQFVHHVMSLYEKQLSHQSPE
#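 Assay system: isolated STEP enzyme. Buffer or medium: pH 6.0 Bis-Tris with DTT and Tween 20. Also added: fluorogenic phosphatase substrate OMFP at 25 µM final. Dosing: 20 µM, 1% DMSO. Timing: 20 min reaction, room temperature, in the dark. Measured by: fluorescence intensity, excitation 480 nm, emission 540 nm. Evaluation: normalized % inhibition.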
# * marks the source's active call; other numbers are inactive results; i = inactive; . = not tested or not shown; + = active, no number.
SMILES,SKN-1 inh,NRP1-CendR mod,Tb MetRS inh,DNMT1 block,SUMO1-SIM PPI,Scp-1 inhibitor,NadD inh,Neddylation inh,LMPTP inh,STEP inh
Cc1c(Cl)cnn1CC(=O)NC1C(=O)N2C(C(=O)O)=C(CSc3nnnn3C)CSC12 (centres undefined),13,-10,-0.2,12,6,47,-1,i,-0.1,8
Cc1nn(-c2ccccc2)c(C)c1CNC(=O)c1ccc(S(=O)(=O)NCc2ccco2)cc1,15,-15,0.5,-3,10,-7,0,i,0.3,-2
O=C(NCC1CCCO1)c1ccccc1NS(=O)(=O)c1cccc([N+](=O)[O-])c1 (centres undefined),-6,8,-0.4,6,-24,-2,-3,i,-1.5,-2
CCOC(=O)c1c(C)[nH]c(C)c1C(=O)COC(=O)c1ccc(O)cc1,8,-8,0.1,-1,6,-13,-7,i,-0.5,-3
COc1cccc(C2=NOC(C(=O)NC(C)(C)C)C2)c1 (centres undefined),-5,13,-0.8,3,3,-4,-4,i,0.2,-1
N#Cc1ccccc1CCN1C(=O)c2ccccc2C1=O,11,-1,-0.2,3,-14,-5,-7,i,-4.3,-4
Cc1cccc(C(=O)OC(C)CN2CCCC2)c1 (centres undefined),4,11,0.7,0,2,-9,-3,i,-1.9,0
CNc1cnn(-c2ccccc2)c(=O)c1Cl,-16,7,-0.3,1,-4,-5,-8,i,-0.7,2
COc1ccc(C(=O)C(C)OC(=O)COc2ccccc2)cc1 (centres undefined),-19,4,0.9,1,0,-10,-3,i,0.1,1
CCOC(=O)N1CCN(C(=O)C2CC(c3cc(OC)ccc3OC)=NO2)CC1 (centres undefined),5,8,-0.3,1,-3,-8,-6,i,-1.5,-2
Cc1nc(Nc2ccccc2)[nH]c(=O)c1CCC(C)C,-7,3,7.5*,3,2,-5,1,i,-0.2,0
O=S(=O)(c1ccccc1)N1CCN(Cc2ccc(Cl)cc2)CC1,19,1,0.8,1,6,-2,0,i,1.1,0
O=C(Cn1cnc([N+](=O)[O-])c1)Nc1ccccc1C(F)(F)F,19,-5,-1.2,1,-4,-10,3,i,-1.6,-1
CCOc1ccc(N(CC)C(=O)COc2cc(=O)n(C)c3ccccc23)cc1,-13,-14,0.0,3,10,-4,-1,i,-0.8,3
CC(C)OC(=O)c1c(NS(=O)(=O)c2ccccc2)sc2c1CCCC2,-2,-7,-1.4,1,3,0,10,i,0.8,-3
Nc1c(Br)cc2c([nH]c(=O)c3ccccc32)c1Br,-8,6,-0.2,24,2,2,27,i,17,4
CCCN1CNC(=S)N(c2ccc(C(=O)OCC)cc2)C1,-8,-2,-1.0,1,9,-2,-1,i,-1.8,1
CC(Oc1ccccc1)c1nnc(SCC(=O)NC2CC2)n1C (centres undefined),-9,6,-0.5,0,1,-9,-5,i,-0.2,1
CC(=O)Nc1ccc(OC(=O)Oc2ccc(NC(C)=O)cc2)cc1,13,10,-0.8,-1,2,-4,0,i,0.5,-1
CCOC(=O)C/C(N)=N/N(C)c1ncc(C(F)(F)F)cc1Cl,9,6,0.1,-1,1,-5,1,i,0.0,2
Cc1ccc(NC(=O)CSc2nc3c(c(=O)[nH]2)CN(Cc2ccc(F)cc2)CC3)cc1C,16,1,-0.4,-9,11,-2,26,i,0.0,0
CC(C)(C)c1ccc(S(=O)(=O)NCC(=O)Nc2ccc(-c3nc4ccccc4s3)cc2)cc1,1,-12,-1.2,2,-2,-15,12,i,-1.1,3
Nc1ccc2c(c1)C(=NO)c1ccccc1-2,4,-14,0.0,-13,-23,-2,-3,i,-1.3,-3
O=C(O)C[C@H]1c2cc(F)ccc2S(=O)(=O)N1C1CCN(Cc2ccccc2)CC1,10,24,-0.3,10,-4,-6,0,i,-3.1,-2
Cc1ccc(S(=O)(=O)N/N=C(\c2ccccc2)C2CC2)cc1,6,-2,0.1,2,9,2,3,i,1.2,-2
COc1ccc(-c2nn(-c3ccccc3)cc2C(=O)Nc2nccs2)cc1,7,8,-1.1,-15,3,0,5,i,3.0,-2
COc1cccc(C(=O)N/N=C(/c2ccccc2)c2ccccn2)c1,-2,-1,-1.9,2,-6,-2,2,i,-1.1,2
CCn1cc(C(=O)Nc2ccc(OC)c(S(=O)(=O)N3CCCCC3)c2)c(=O)c2ccc(C)nc21,3,4,-1.0,26,3,27,7,i,0.5,0
O=C(NC1CCCCC1)C(c1ccnc2ccccc12)n1c(=O)c(-c2cc3ccccc3[nH]2)nc2ccccc21 (centres undefined),14,-13,0.4,.,-2,.,.,.,4.1,.
OCCCc1cn(CC2CCCCC2)nn1,4,-5,0.2,0,-2,-5,2,i,0.8,1

# The closing two compounds of the part above lead into the next.
SMILES,SKN-1 inh,NRP1-CendR mod,Tb MetRS inh,DNMT1 block,SUMO1-SIM PPI,Scp-1 inhibitor,NadD inh,Neddylation inh,LMPTP inh,STEP inh
O=C(NC1CCCCC1)C(c1ccnc2ccccc12)n1c(=O)c(-c2cc3ccccc3[nH]2)nc2ccccc21 (centres undefined),14,-13,0.4,.,-2,.,.,.,4.1,.
OCCCc1cn(CC2CCCCC2)nn1,4,-5,0.2,0,-2,-5,2,i,0.8,1
O=S(=O)(/C=C/c1ccccc1)c1ccccc1,14,1,-1.6,-1,-2,-4,9,i,-1.0,0
CS(=O)(=O)c1ccc(Nc2nc(C(N)c3ccccc3)cs2)cc1 (centres undefined),3,-2,1.4,-1,-3,.,-7,i,-1.0,1
COc1ccc(CN(Cc2ccc(C(=O)O)cc2)C(=S)Nc2cccc(C)c2)cc1OC,-8,5,-1.6,1,-1,7,2,i,0.7,1
O=C(O)CCc1nn2c3ccccc3nc2n(-c2ccccc2)c1=O,3,2,-0.5,1,-1,-3,-6,i,-0.5,-4
Cc1ccc(S(=O)(=O)N2CCOCC2)cc1NS(=O)(=O)c1ccc(F)c(F)c1,-13,-5,-0.4,4,-1,-4,2,i,-0.5,-1
CCOc1ccc(NC2=CC(=O)CC(c3ccco3)C2)cc1 (centres undefined),-3,-16,-0.4,-2,0,1,1,i,0.0,0
O=C(N[C@H](CO)Cc1ccccc1)[C@H]1O[C@@H](n2ccc(=O)[nH]c2=O)[C@H](O)[C@@H]1O,13,3,-1.4,2,-2,.,-1,i,-0.5,-2
O=c1[nH]c2cc3c(cc2cc1CN(Cc1cccs1)Cc1nnnn1Cc1ccco1)OCCO3,17,-20,0.0,-9,6,2,11,+,-3.2,3
Clc1ccccc1CN(Cc1ccco1)Cc1nnnn1C1CCCC1,12,-7,-0.6,-6,-2,0,9,i,3.0,0
Cc1ccc(NC(=O)Cn2cnc3c(=O)n(C)c(=O)n(C)c32)c(C)c1,-17,0,-0.2,3,3,-5,-2,i,-0.3,2
COc1ccc(NC(=O)CCn2c(=O)c3cccn3c3ccccc32)c(OC)c1,-6,15,-0.1,-4,11,-8,0,i,1.6,-2
COc1ccc(S(=O)(=O)N2c3cc(Cl)ccc3Oc3nc4ccccc4nc32)cc1,8,2,-1.5,-12,-3,-11,10,i,2.3,0
CCc1ccc(CNCCNCC(C)O)cc1 (centres undefined),8,2,-0.6,2,3,-6,-7,i,-4.4,-3
Cc1ccc(C(=O)N(c2ccccc2)C2CC(C)N(C(=O)c3ccco3)c3ccccc32)cc1 (centres undefined),7,-7,0.3,-5,1,-5,9,i,3.0,2
CC1=C(C(=O)Nc2ccc(C)cc2)C(c2ccc(C)o2)C2=C(CC(C)(C)CC2=O)N1 (centres undefined),-18,-10,-1.2,-5,-6,-2,-2,i,0.3,3
COC(=O)[C@]12CCCCC=C1N(Cc1cccc3ccccc13)C(=O)[C@H](CC(=O)NCc1cccc3ccccc13)C2,-4,-9,0.0,.,8,.,27,i,3.3,.
COc1ccccc1Nc1ccc([N+](=O)[O-])cc1N,8,-24,0.1,-8,-39,4,-3,i,2.7,47*
O=C(O)C1CCCCC1C(=O)N1CCN(S(=O)(=O)c2ccc(F)cc2)CC1 (centres undefined),13,-7,-0.5,-1,-2,-5,-1,i,-1.3,1
O=C(O)C1C2CCC(C2)C1C(=O)N1CCCC1 (centres undefined),4,2,-0.2,2,2,-2,3,i,-0.6,4
Cc1nc2scc(C)n2c(=O)c1S(=O)(=O)NCC1CCN(Cc2ccc(Cl)cc2)CC1,4,1,0.1,-2,-1,-7,-3,+,-0.2,-4
Cc1cccc2c1N(CCOc1ccc(C(C)(C)C)cc1)C(=O)C2=O,7,-18,-0.6,18,-15,-1,-1,i,3.7,0
O=C(CNC(=O)c1ccc(N2C(=O)c3ccccc3C2=O)cc1)OCC(=O)c1ccc(Cl)cc1,4,0,-0.4,39,4,-3,10,i,4.0,-1
O=C(CNC(=O)c1ccc(Cl)cc1Cl)OCCOc1ccccc1,-18,-4,-0.2,0,1,-1,-9,i,-0.5,-1
CCN(CC)CCNC(=O)Cc1c(C(=O)O)n(CC)c2ccccc12,1,5,-0.6,6,18,2,7,i,-4.9,-3
CCCSc1ccc([C@H]2N[C@@](C)(C(=O)OC)[C@H]3C(=O)N(C)C(=O)[C@@H]23)cc1,-5,10,-0.3,0,6,0,-11,i,-0.5,0
O=C(O)C1C2C=CC(C2)C1C(=O)NCCCn1ccnc1 (centres undefined),-10,-3,1.0,-2,-2,44,1,i,-9.1,0
CCc1cccc(NC(=O)CCCn2nc(C)c3c(C)n(-c4ccccc4)nc3c2=O)c1,-2,-4,0.0,-2,5,-2,2,i,-0.4,1
Cc1ccc(Oc2ncccc2/C=N/OCc2ccc(Cl)c(Cl)c2)cc1,2,-4,-0.7,0,-2,-9,3,i,0.3,6
CCCN1CCN(CCCNC(=S)Nc2ccc3nc(N4CCN(CC)CC4)cc(C)c3c2)CC1,-5,5,0.0,-1,-39,-6,-7,i,-1.1,-1
O=C1CCCC1C(=O)Nc1ccc2ccccc2c1 (centres undefined),8,17,-0.4,-3,1,-8,1,i,1.8,0
CCCCCCn1c(=O)n2n(c1=O)[C@@H]1CN(S(=O)(=O)c3ccc(C)cc3)C[C@]1(O)[C@@H](OC(=O)NCc1ccccc1F)C2,-4,-6,0.2,-10,3,.,-4,i,1.6,2
O=C(O)c1cnn(-c2nc(-c3ccc(Br)cc3)cs2)c1C(F)(F)F,2,2,0.4,-2,10,-14,-7,i,-1.8,2
